# Screening results as filed in PubChem BioAssay.
# GPR55 activation – selective activators of receptor GPR55 – imaging, U2OS cells, beta-arrestin-GFP redistribution, primary screen (AID 1961) | activation, % at 10 µM, or EC50 in µM where a hit was titrated | 290,000 compounds, 0.048% hits | U2OS GPR55 beta-arrestin-GFP redistribution imaging; higher % means a stronger effect;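 active = activation above 40% with more than 50 cells counted in the well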;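 note: U2OS osteosarcoma cells stably expressing GPR55 and beta-arrestin-GFP; plate controls were DMSO negative control for no effect and LPI positive control for full effect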
# KOR beta-arrestin-1 – KOR agonists, beta-arrestin recruitment, primary screen, cell-based, luminescence, uHTS (AID 1777); activation, % at 10 µM; hits with a dose series show EC50 in µM; KOR beta-arrestin recruitment, luminescence; higher % means a stronger effect; 280,000 compounds, 0.02% hits; in the data active = activation above about 50%, passing the limit was not always enough; note: a part of the inactive calls stands beside numbers as strong as those of hits
# NOD1 inhibition – inhibition of NOD1-driven NF-kB reporter – cell-based, luminescence, uHTS, primary screen (AID 1578); NOD1-driven NF-kB luciferase reporter cells, luminescence; higher % means a stronger effect; 290,000 compounds, 1% hits; inhibition, % at 4 µM, or EC50 in µM where a hit was titrated; in the data active = inhibition mostly above about 36%, no sharp cut-off; inactive = mostly below about 34%;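 note: HEK-293T reporter cells stimulated with the NOD1 agonist gamma-tri-DAP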
# West Nile antiviral – West Nile virus antiviral activity, cell-based, CPE readout (AID 1621); West Nile virus-infected cells, CPE inhibition; higher % means a stronger effect; CPE inhibition, % at 10 µM, or IC50 in µM where a hit was titrated; 290,000 compounds, 0.02% hits; in the data active = a potency from the dose series; note: strong numbers were not always called active
# GPR35 antagonists – GPR35 antagonists blocking zaprinast-driven arrestin recruitment, primary screen, imaging, U2OS, beta-arrestin-GFP, zaprinast agonist (AID 2058); U2OS GPR35 beta-arrestin-GFP translocation imaging, zaprinast antagonism; higher % means a stronger effect; inhibition, % at 10 µM, or IC50 in µM where a hit was titrated; 290,000 compounds, 0.052% hits;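 active = inhibition of at least 50% with at least 30 cells and total cytoplasm GFP at most 10,000,000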
# GPR55 LPI antagonism – GPR55 antagonists blocking LPI-driven arrestin recruitment, primary screen, imaging, U2OS, beta-arrestin-GFP, LPI agonist (AID 2013). inhibition, % at 10 µM, or IC50 in µM where a hit was titrated. U2OS GPR55 beta-arrestin-GFP translocation imaging, LPI antagonism; higher % means a stronger effect. 290,000 compounds, 0.13% hits;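 active = spots per cell inhibited over 60%, with over 100 cells counted and total cytoplasm intensity under 500,000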;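 note: U2OS cells stably carrying GPR55 and arrestin-GFP stimulated by 5 µM LPI near EC80; imaged beta-arrestin-GFP aggregate spots per cell after agonist stimulation; plate controls were LPI-stimulated DMSO wells for no effect and DMSO wells without LPI for full effect; some results filed as inactive read as strong as hits; confirmed hits need IC50 under 10 µM and bright autofluorescent wells are also inconclusive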
# Dengue-2 NS5 capping – flavivirus cap methylation enzyme inhibition – biochemical, confirmation dose response, primary screen (AID 588689) | Dengue-2 NS5 methyltransferase capping enzyme assay, biochemical; higher % means a stronger effect | one-dose inhibition, % at 25 µM; IC50 in µM for titrated hits | 340,000 compounds, 0.3% hits; in the data active = a potency from the dose series
# HIV fusion peptide – cell-free HIV fusion peptide-binding blockers – biochemical, uHTS, fluorescence dequenching, primary screen (AID 1986); one-dose inhibition, % at 20 µM; IC50 in µM for titrated hits; cell-free peptide binding, fluorescence dequenching, 30 min; higher % means a stronger effect; 290,000 compounds, 0.3% hits; in the data active = inhibition mostly above about 52%, no sharp cut-off; inactive = mostly below about 76%; note: some results filed as inactive read as strong as hits
# KOR beta-arrestin-2 – KOR antagonists, beta-arrestin recruitment, cell-based, luminescence, uHTS (AID 1778); KOR beta-arrestin recruitment, luminescence, antagonist mode; higher % means a stronger effect; inhibition, % at 10 µM; hits with a dose series show IC50 in µM; 290,000 compounds, 0.091% hits; in the data active = inhibition above about 50%; note: strong numbers were not always called active
# Dengue-2 NS5 capping pilot replicate – second read-out of Dengue-2 NS5 capping, no call of its own (marks repeat the call); inhibition, %; measured here: pilot screen replicate inhibition
# Numbers without * were called inactive; x = not tested or not shown; & = joins results of further samples; [ ] = dose if it differs, or a comment.
SMILES,GPR55 activation,KOR beta-arrestin-1,NOD1 inhibition,West Nile antiviral,GPR35 antagonists,GPR55 LPI antagonism,Dengue-2 NS5 capping,HIV fusion peptide,KOR beta-arrestin-2,others
CC(=O)NC(CCS(C)(=O)=O)C(=O)Nc1cccc2ccccc12 (centres undefined),-0.3%,-3.5%,-23%,-0.3%,4%,0%,-3%,-0.1%,-3%,
CSc1ccccc1NC(=O)CN(C)C(=O)CCc1c[nH]c2ccccc12,-0.1%,2.7%,19%,-0.4%,-2%,8%,1%,2.2%,1%,
O=C1C2CC=CCC2C(=O)N1c1n[nH]c(CCc2ccccc2)n1 (centres undefined),-0.1%,1.3%,-4%,0.2%,-13%,-4%,-1%,-0.9%,0%,
O=C(N/N=C/c1cccs1)c1c[nH]c2ccccc12,-0.3%,4.3%,-27%,0.5%,-7%,11%,0%,-0.7%,32%,
CCN(CC)c1ccc(C(=O)NNC(=O)CCc2nc3ccccc3c(=O)[nH]2)cc1,0.0%,5.7%,-3%,0.5%,3%,13%,-5%,0.0%,14%,
COc1cc(/C=C2\C(=N)N3N=C(S(C)(=O)=O)SC3=NC2=O)ccc1OCCOc1ccccc1C,0.0%,-3.3%,x,-0.4%,-8%,-1%,17%,14µM*,-43%,
Cc1c(N2C(=O)CS/C2=N\N=C\c2ccc(Cl)cc2)c(=O)n(-c2ccccc2)n1C,-0.1%,-0.7%,3%,0.0%,4%,12%,-5%,-2.7%,21%,
COC(=O)c1ccc(/C=N\N2CCN(c3ccccc3)CC2)cc1,-0.2%,0.0%,-34%,-0.3%,5%,13%,-7%,0.9%,-26%[20 µM],Dengue-2 NS5 capping pilot replicate=-4.9
COC(C[C@@H]1O[C@H]1[C@@H](O)[C@@H](C)OCc1ccccc1)OC,-0.1%,2.9%,-1%,0.0%,21%,4%,1%,0.4%,-12%,
Cc1ccccc1C(=O)N=c1ccn(-c2nc3ccccc3nc2NS(=O)(=O)c2ccccc2)cc1,-0.2%,1.7%,-27%,0.0%,-9%,-6%,-2%,0.7%,10%,
CC1CN(c2oc(-c3cccs3)nc2C#N)CC(C)O1 (centres undefined),-0.1%,6.3%,8%,0.8%,-9%,-18%,-3%,-2.1%,-45%,
Cn1c(=O)[nH]c(=O)c2c1nc(NCc1ccccc1)n2CCCc1ccccc1,-0.2%,1.8%,11%,-0.2%,8%,0%,2%,-1.1%,-19%,
Cc1ccccc1C(=O)N/N=C1\SCC(=O)N1Cc1ccco1,0.2%,x,-32%,0.1%,-1%,9%,-3%,-0.6%,14%[20 µM],
O=C(/C=C/c1cccc([N+](=O)[O-])c1)Nc1ccc(NC(=O)c2cccs2)cc1,0.1%,-6.6%,-30%,-0.1%,1%,-3%,1%,-9.8%,12%,
CC(=O)c1c(NC(=O)C(C)C)nc(C)nc1-c1ccccc1,-0.1%,1.1%,-10%,0.2%,2%,6%,-2%,0.4%,27%,
O=C1C(C=Nc2ccccc2O)=C(O)c2ccccc21,0.0%,-5.1%,-64%,-0.7%,3%,3%,0%,2.7%,15%,
O=C(CNC(=O)COc1ccccc1)NCc1ccccc1F,0.2%,-2.9%,0%,-0.5%,-8%,4%,-8%,-0.3%,-40%,
N#CC(c1ccccn1)(c1ncc(C(F)(F)F)cc1Cl)N1CCOCC1 (centres undefined),0.8%,3.6%,-6%,0.6%,8%,18%,-1%,0.1%,-31%,
CC(C)c1nc2n[nH]c(N)c2c2c1CCCC2,-0.2%,-5.3%,46%,0.3%,2%,-20%,-3%,2.5%,15%,
COC(=O)c1ccccc1NC(=O)c1ccc2c(c1)OCCCO2,-0.1%,3.5%,-33%,-1.3%,12%,12%,-8%,-0.4%,-7%,

# Nothing new here: two of the compounds above.
SMILES,GPR55 activation,KOR beta-arrestin-1,NOD1 inhibition,West Nile antiviral,GPR35 antagonists,GPR55 LPI antagonism,Dengue-2 NS5 capping,HIV fusion peptide,KOR beta-arrestin-2,others
CC(=O)NC(CCS(C)(=O)=O)C(=O)Nc1cccc2ccccc12 (centres undefined),-0.3%,-3.5%,-23%,-0.3%,4%,0%,-3%,-0.1%,-3%,
CSc1ccccc1NC(=O)CN(C)C(=O)CCc1c[nH]c2ccccc12,-0.1%,2.7%,19%,-0.4%,-2%,8%,1%,2.2%,1%,

# (continued)
SMILES,GPR55 activation,KOR beta-arrestin-1,NOD1 inhibition,West Nile antiviral,GPR35 antagonists,GPR55 LPI antagonism,Dengue-2 NS5 capping,HIV fusion peptide,KOR beta-arrestin-2,others
N#C/C(=N\Nc1ccc(Br)cc1)C(=N)N1CCOCC1,-0.3%,4.5%,-41%,-0.6%,-6%,-8%,2%,0.4%,-15%,
COc1ccc(OC)c(-n2c(=S)[nH]c3c(sc(=S)n3-c3ccccc3C)c2=O)c1,0.1%,-0.2%,-24%,0.0%,-4%,20%,-8%,2.0%,5%,
O=C(Nc1ccn(Cc2ccccc2)n1)c1cccc(F)c1,0.2%,0.5%,-21%,-2.2%,-12%,8%,-10%,-2.4%,-41%[20 µM],
CN(C)CCCNC(NC(=O)/C=C/c1ccccc1)C(Cl)(Cl)Cl (centres undefined),-0.2%,-2.3%,-1%,-0.1%,9%,8%,-5%,0.8%,-4%,
CCN(CC)c1ccc(/C=N/NC(=S)NC)c(O)c1,0.0%,-2.3%,-24%,0.8%,-21%,2%,-18%,-2.2%,12%,
C=CCC(NCc1ccco1)c1ccc(OC)c(OC)c1 (centres undefined),-0.1%,-0.8%,8%,-0.5%,0%,-2%,-1%,1.6%,3%,
O=C(NC(=O)N1CCN(c2ccccc2F)CC1)c1ccccc1,0.2%,3.6%,-19%,-0.6%,11%,4%,-3%,1.7%,-22%,
CCOC(=O)c1[nH]c2ccccc2c1NC(=S)Nc1cccc(C)c1,0.2%,0.7%,-20%,x,2%,6%,-4%,1.2%,-7%,
CS(=O)(=O)c1ccc(Cl)c(NC(=O)COC(=O)c2ccc(F)cc2Cl)c1,0.1%,-2.2%,-39%,-0.1%,-2%,7%,1%,-1.5%,-6%,
COc1ccc(NC(=O)CCCC(=O)c2ccccc2)cc1,0.2%,-2.4%,-3%,-0.4%,-6%,1%,-1%,-1.0%,-6%,
CC(=O)c1c(COC(=O)c2ccccc2Cl)nc2ccccc2[n+]1[O-],0.3%,-1.2%,0%,-0.1%,4%,7%,2%,-2.6%,25%,
O=C(CCn1c2c(c3ccccc31)CCCC2)NNC(=O)c1cccc([N+](=O)[O-])c1,0.6%,-2.0%,0%,-0.6%,0%,7%,1%,0.7%,13%,
O=C(Nc1cccc(-c2nnc(-c3ccco3)o2)c1)c1ccccc1,-0.3%,2.0%,-6%,-0.7%,-8%,14%,x,-1.5%,-4%,
Cc1cc(-n2cnnn2)cc(C)c1S(=O)(=O)NCCOc1ccccc1,0.7%,-0.7%,-21%,-1.0%,6%,0%,-2%,-0.3%,8%,
COc1cccc(C(=O)Nc2ccc(N3CCN(C(=O)c4ccco4)CC3)cc2)c1,0.4%,2.9%,13%,0.1%,-7%,-23%,1%,-1.2%,-25%,
CCCCNc1nc2sc3c(c2c(=O)n1-c1cccc(Cl)c1)CCN(C)C3,-0.1%,-1.2%,-9%,-1.0%,-8%,-9%,-14%,4.1%,7%,
CCOC(=O)c1c(NC(=O)CN(CC)CC)sc2c1CCN(C(=O)OCC)C2,-0.1%,3.9%,-19%,-0.1%,-11%,-4%,-1%,-0.8%,-27%,
COC(=O)c1sccc1-n1cccc1C(=O)NCc1ccccc1,-0.2%,0.6%,-5%,-0.4%,-2%,11%,3%,5.1%,-2%,
CN(C)/C=C/C(=O)c1ccc(Oc2ncccn2)cc1,-0.1%,-1.1%,-4%,0.4%,2%,-6%,0%,-0.7%,-17%[20 µM],
COC(=O)c1ccc(C(=O)OC)c(NC(=O)CSc2cccc[n+]2[O-])c1,0.0%,2.3%,-12%,0.2%,8%,11%,-8%,-1.1%,12%,
COc1ccc(NC(=O)CN2C(=O)NC(c3ccccc3)(c3ccccc3)C2=O)cc1,-0.2%,-2.6%,-6%,-0.8%,6%,2%,-6%,-0.4%,-16%,
CCOC(=O)C(Sc1nnc(-c2ccncc2)o1)C(C)=O (centres undefined),0.4%,-2.7%,-19%,-0.1%,-5%,-9%,-9%,-0.3%,-10%,Dengue-2 NS5 capping pilot replicate=0.0
O=C(Cc1cc(=O)[nH][nH]1)N/N=C/C=C/c1ccccc1,-0.1%&0.3%,-0.2%&0.8%,11%&8%,0.2%,5%&4%,26%&11%,23%,24%&-1.6%,-17%&-20%,
Cn1ccnc1C(=O)c1ccc(NN)c([N+](=O)[O-])c1,-0.2%,-6.3%,-40%,-0.3%,9%,8%,5%,-2.0%,27%,
Cc1cc(C)c(C#N)c(N2CCCC(C(N)=O)C2)n1 (centres undefined),-0.2%,4.4%,16%,0.4%,0%,17%,-11%,0.7%,2%,
COc1ccc(Cc2nnc(NC(=O)c3ccccc3F)s2)cc1OC,0.4%,-1.8%,-14%,-1.1%,-8%,-7%,5%,70%,-11%,
Cn1ncc(N=Cc2ccccc2[N+](=O)[O-])c1C(N)=O,-0.3%,x,-6%,-0.4%,-3%,-8%,4%,-0.1%,-4%,
Cn1c2ccccc2c2nnc(SCC(=O)Nc3cccc(C(=O)O)c3)nc21,-0.1%,-3.4%,4%,-0.1%,2%,1%,-3%,0.9%,33%,
CC(CN1CCC(n2nccc2NC(=O)C2CCCC2)CC1)c1ccccc1 (centres undefined),-0.1%,2.3%,-16%,-0.8%,13%,9%,-5%,2.6%,17%,
O=C(NCCc1ccccc1)C1CCC(CNc2c(N3CCCCC3)c(=O)c2=O)CC1 (centres undefined),0.9%,-1.3%,-4%,0.1%,8%,4%,-2%,1.0%,11%,
Cc1ccc(C(C)n2cc(C(=O)NCc3cccnc3)nn2)cc1 (centres undefined),-0.1%,-1.6%,-7%,-0.6%,-6%,0%,-2%,0.0%,-4%,
COc1cccc(-n2c(=O)c3ccccc3n(CC(=O)NCC3CCCO3)c2=O)c1 (centres undefined),-0.4%,0.9%,-12%,0.2%,3%,13%,-3%,1.1%,-25%,
Cc1coc(=N)n1CC(=O)c1ccc(Cl)cc1,-0.3%,-1.4%,-36%,0.0%,-3%,19%,x,-0.4%,-8%,
Cc1cc(C)cc(NC(=O)CSc2nnc(-c3ccccc3Br)o2)c1,-0.3%,-6.7%,-48%,0.2%,5%,-4%,-5%,2.5%,-5%,
O=C(CN1CCN(c2ccc(F)cc2)CC1)c1ccc2c(c1)OCO2,-0.1%,-0.3%,-4%,x,5%,-7%,-2%,-0.5%,26%,
O=C(NCCO)C(c1ccccc1)c1ccccc1,-0.2%,2.2%,11%,x,14%,0%,-3%,0.2%,-5%,
O=C(NCc1ccco1)c1ccc2c(c1)N(Cc1ccccc1)CCS2,0.7%,3.9%,-9%,-0.9%,1%,-14%,5%,-2.2%,-3%,
Cn1c(SCC(=O)Nc2ccc3c(c2)OCCO3)nnc1-c1ccco1,0.3%,-11%,1%,0.0%,2%,-24%,-5%,-4.5%,33%,
NC(Cc1ccc(OC(F)F)cc1)C(=O)O (centres undefined),-0.3%,x,-3%,0.4%,5%,7%,5%,-1.8%,-13%,

# A portion of the library; the hit share may differ from the screen's.
